Screening results from PubChem BioAssay.
ATG4B inh = blocks human ATG4B protease cleavage of LC3 substrate. Q9Y4P1. ATG4B cleavage of LC3-PLA2, NBD-HPC fluorescence, 1 h. inhibition, % at 8.33 µM. hit rate 0.51% among 340,000. AID 504462; in the data active means inhibition above about 40%
Target sequence (Q9Y4P1 whole entry, looked up): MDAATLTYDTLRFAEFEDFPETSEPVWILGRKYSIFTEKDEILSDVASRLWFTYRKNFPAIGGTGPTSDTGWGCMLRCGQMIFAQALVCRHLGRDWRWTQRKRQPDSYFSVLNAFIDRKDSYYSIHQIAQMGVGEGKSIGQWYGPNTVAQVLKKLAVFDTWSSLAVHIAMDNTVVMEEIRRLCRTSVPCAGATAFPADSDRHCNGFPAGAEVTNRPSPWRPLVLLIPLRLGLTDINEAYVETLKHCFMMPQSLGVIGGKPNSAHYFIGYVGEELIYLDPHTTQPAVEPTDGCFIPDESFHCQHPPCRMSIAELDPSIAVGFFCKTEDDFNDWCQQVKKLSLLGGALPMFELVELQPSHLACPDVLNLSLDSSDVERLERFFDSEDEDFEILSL
MPTP inh = permeability transition pore inhibition. isolated mouse mitochondria, Ca2+ swelling absorbance, 30 min. inhibition, % at 10 µM. hit rate 1.4% among 360,000;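 active means inhibition of 50% or more, scaled per plate between neutral and stimulator controls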;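 further: 0% = DMSO wells given calcium and 100% = 1 mM EGTA wells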
hIAP activ = increases human intestinal alkaline phosphatase activity | hit rate 0.16% among 330,000 | purified human IAP, CDP-Star luminescence, 30 min; hits give high values; 1 = vehicle-only enzyme, 0 = enzyme-free background | activation factor at 10 µM;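 active means activation factor of the enzyme at least 2-fold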; further: the source names both 10 and 20 µM as test concentration; values of inactives mirror those of a sister screen read the other way
hIAP inh = human IAP inhibition; P09923; purified IAP, CDP-Star luminescence, 30 min; inhibition, % at 10 µM; hit rate 0.12% among 330,000;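 active means inhibition reaching a set limit with compound at 10 µM in the primary screen, cut at about 35% in these data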;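 further: plate controls were DMSO wells with enzyme for no effect and no-enzyme buffer wells for full effect; values of inactives mirror those of a sister screen read the other way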
A3A deaminase = blocks human APOBEC3A ssDNA deamination; P31941; recombinant A3A, FAM/TAMRA ssDNA deamination fluorescence; inhibition, % at 20 µM; hit rate 0.41% among 330,000; AID 493011;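 active means at least 40% inhibition at 20 µM here, with at most 30% in a related deaminase screen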;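 further: plate controls were A3A with DMSO for no effect and wells lacking A3A enzyme for full effect; some results filed as inactive read as strong as hits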
Target sequence (P31941 whole entry, looked up): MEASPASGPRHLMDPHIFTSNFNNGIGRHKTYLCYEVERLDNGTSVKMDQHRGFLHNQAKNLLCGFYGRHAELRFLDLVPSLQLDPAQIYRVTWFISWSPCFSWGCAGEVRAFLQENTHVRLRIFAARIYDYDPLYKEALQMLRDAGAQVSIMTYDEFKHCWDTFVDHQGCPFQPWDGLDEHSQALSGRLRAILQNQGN
mIAP block = blocks mouse intestinal alkaline phosphatase; purified mouse IAP, CDP-Star luminescence, 30 min; inhibition, % at 10 µM; hit rate 0.2% among 330,000; AID 2806;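 active means inhibition of at least 40% at 10 µM in the primary screen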;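 further: plate controls were DMSO with enzyme for no effect and no enzyme wells for full effect; values of inactives mirror those of a sister screen read the other way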
mIAP act = increases mouse intestinal alkaline phosphatase activity; muIAP, CDP-Star luminescence, 30 min; hits give high values; 1 = vehicle-only enzyme signal, 0 = enzyme-free wells; activation factor at 10 µM; hit rate 0.24% among 330,000;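 active means activation factor of at least 2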; further: the source names both 10 and 20 µM as test concentration; values of inactives mirror those of a sister screen read the other way
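System: Mouse IAP enzyme | Also added: CDP-Star substrate | Dosing: Compounds dispensed in DMSO | Schedule: 30 min enzyme-substrate-compound incubation at room temperature | Technique: Chemiluminescence readout | Control set: DMSO-only wells and no-enzyme negative control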
beta cell repl = inducers of beta-cell replication in MIN6 cells | MIN6 cells proliferation, ATPlite luminescence, 48 h; cells starved in 0.2% serum; 100% = growth in 10% serum | proliferation, % at 10 µM | hit rate 0.29% among 330,000;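 active means compounds whose signal lies at least 3.5 SD above the mean of all wells on their plate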;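 further: 0% = DMSO-treated cells in low-serum medium and 100% = 10% serum control; some compounds called inactive have numbers as strong as hits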
A3G deaminase = blocks human APOBEC3G single-stranded DNA deamination. Q9HC16. recombinant A3G, ssDNA deamination FAM/TAMRA fluorescence. inhibition, % at 20 µM. hit rate 0.28% among 330,000;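 active means inhibition of at least 40% at 20 µM, with no more than 30% in the related APOBEC3A deaminase screen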;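 further: plate controls were DMSO wells with A3G for no effect and wells lacking A3G enzyme for full effect; some compounds called inactive have numbers as strong as hits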
Target sequence (Q9HC16 whole entry, looked up): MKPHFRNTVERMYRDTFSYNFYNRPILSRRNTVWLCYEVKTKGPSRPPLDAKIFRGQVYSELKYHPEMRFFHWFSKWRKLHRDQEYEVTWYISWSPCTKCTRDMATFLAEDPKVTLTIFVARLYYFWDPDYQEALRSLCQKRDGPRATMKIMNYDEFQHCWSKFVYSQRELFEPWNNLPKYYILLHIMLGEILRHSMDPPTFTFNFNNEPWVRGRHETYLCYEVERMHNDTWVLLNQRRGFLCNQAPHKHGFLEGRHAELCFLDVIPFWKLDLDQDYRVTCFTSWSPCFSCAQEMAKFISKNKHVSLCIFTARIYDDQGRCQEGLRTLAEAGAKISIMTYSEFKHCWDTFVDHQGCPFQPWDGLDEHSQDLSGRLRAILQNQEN
Starred values were filed as active, the others as inactive. Compounds as they come (roughly 3.3% active in at least one column).

Preview (11 entries):
structure,ATG4B inh,MPTP inh,hIAP activ,hIAP inh,A3A deaminase,mIAP block,mIAP act,beta cell repl,A3G deaminase
Cc1ccc(S(C)(=O)=NS(=O)(=O)c2cccc3nsnc23)cc1 (stereo not given),5,3.7,0.94,6,-2,-5,1,1,-3
N#C/C(=C/c1ccc(OCc2ccc(C(=O)O)cc2)cc1)C(=O)Nc1ccccc1,-7,0.1,0.97,3,79*,6,0.94,-3,16
Cn1c(=O)oc2cc(S(=O)(=O)NCCC(=O)NCCc3ccccc3)ccc21,5,2.8,0.87,13,1,12,0.89,-1,2
O=C1CC(c2ccc(S(=O)(=O)Nc3cc(C(F)(F)F)cc(C(F)(F)F)c3)cc2)CN1 (stereo not given),2,-3.0,0.88,12,0,4,0.96,-1,-3
CC(C)CCC(CC(C)O)C(=O)NNC(=S)Nc1ccccc1 (stereo not given),-9,-0.6,1.4,-40,-3,14,0.86,1,-6
O=C(CN1C(=O)c2ccccc2S1(=O)=O)Nc1ccc(S(=O)(=O)Nc2ncccn2)cc1,-3,-0.5,1.1,-12,-1,15,0.85,-7,-5
O=[N+]([O-])c1ccc(C2CN=C(Nc3ccccc3)S2)cc1 (stereo not given),-5,2.6,0.98,2,-2,14,0.86,-3,-7
CCOc1cc(C(=O)NC(C)c2ccncc2)cc(OCC)c1OCC (stereo not given),-2,-3.2,1.2,-16,-5,-1,1,-1,-5
CCOc1c2ccc(C(=O)NC3CCCc4ccccc43)cc2nn1CC (stereo not given),1,-0.9,0.95,5,-2,4,0.96,-3,-3
O=[N+]([O-])c1ccc(N2CCc3ccccc3C2)cc1,7,0.3,0.77,23,7,4,0.96,-5,-5
COC(=O)c1sccc1NC(=O)c1ccc(OC)cc1,-21,1.4,1.1,-11,4,5,0.95,-2,1

Main list, previewed entries included:
structure,ATG4B inh,MPTP inh,hIAP activ,hIAP inh,A3A deaminase,mIAP block,mIAP act,beta cell repl,A3G deaminase
Cc1ccc(S(C)(=O)=NS(=O)(=O)c2cccc3nsnc23)cc1 (stereo not given),5,3.7,0.94,6,-2,-5,1,1,-3
N#C/C(=C/c1ccc(OCc2ccc(C(=O)O)cc2)cc1)C(=O)Nc1ccccc1,-7,0.1,0.97,3,79*,6,0.94,-3,16
Cn1c(=O)oc2cc(S(=O)(=O)NCCC(=O)NCCc3ccccc3)ccc21,5,2.8,0.87,13,1,12,0.89,-1,2
O=C1CC(c2ccc(S(=O)(=O)Nc3cc(C(F)(F)F)cc(C(F)(F)F)c3)cc2)CN1 (stereo not given),2,-3.0,0.88,12,0,4,0.96,-1,-3
CC(C)CCC(CC(C)O)C(=O)NNC(=S)Nc1ccccc1 (stereo not given),-9,-0.6,1.4,-40,-3,14,0.86,1,-6
O=C(CN1C(=O)c2ccccc2S1(=O)=O)Nc1ccc(S(=O)(=O)Nc2ncccn2)cc1,-3,-0.5,1.1,-12,-1,15,0.85,-7,-5
O=[N+]([O-])c1ccc(C2CN=C(Nc3ccccc3)S2)cc1 (stereo not given),-5,2.6,0.98,2,-2,14,0.86,-3,-7
CCOc1cc(C(=O)NC(C)c2ccncc2)cc(OCC)c1OCC (stereo not given),-2,-3.2,1.2,-16,-5,-1,1,-1,-5
CCOc1c2ccc(C(=O)NC3CCCc4ccccc43)cc2nn1CC (stereo not given),1,-0.9,0.95,5,-2,4,0.96,-3,-3
O=[N+]([O-])c1ccc(N2CCc3ccccc3C2)cc1,7,0.3,0.77,23,7,4,0.96,-5,-5
COC(=O)c1sccc1NC(=O)c1ccc(OC)cc1,-21,1.4,1.1,-11,4,5,0.95,-2,1
CCOc1cc(C(=O)OCc2cccc(OC)c2OC)ccc1OCC(=O)N1CCOCC1,-10,-0.3,1.1,-7,-3,8,0.92,-6,1
CCOCCCNC(=O)Cn1cc2c(n1)CCCCC2,0,-3.2,0.98,2,-4,14,0.86,-1,-3
COc1cc(/C=N\NC(=O)c2ccccc2F)ccc1Oc1ccc([N+](=O)[O-])cn1,-11,3.6,1.1,-8,-1,7,0.93,-2,-6
CCn1c(CCNS(=O)(=O)c2ccccc2Br)nnc1SC,-4,-0.4,1,0,5,-5,1.1,0,5
Cc1cc(NC(=O)C(C)SCC(=O)OCc2ccc([N+](=O)[O-])cc2)no1 (stereo not given),-5,-1.6,1,-2,-2,11,0.89,-3,-12
Cc1ccc(S(=O)(=O)N(C)C)cc1NC(=O)COc1cccc(-n2cnnn2)c1,-7,-0.1,0.95,5,-4,-6,1.1,2,-7
CCn1c(SCC(N)=O)nc2ccccc2c1=O,-11,-1.6,0.93,7,-7,0,1,0,-2
O=C(NNC(=S)Nc1cccc(C(F)(F)F)c1)c1ccc(Cl)cc1Cl,18,101*,1.7,-67,-4,2,0.98,-3,-8
CCNS(=O)(=O)c1ccc(NC(=O)c2c(-c3ccccc3)noc2C)cc1,-1,-0.6,1.1,-14,2,6,0.94,0,-4
Nc1nc(NCC2CCCO2)nc(Nc2cccc(Cl)c2)c1[N+](=O)[O-] (stereo not given),-3,-3.0,1.1,-10,-5,-3,1,1,0
CSc1nnc2c(n1)OC(c1ccccn1)N(C(C)=O)c1ccccc1-2 (stereo not given),7,0.9,0.94,6,-4,6,0.94,1,-8
C=CCN(CC=C)S(=O)(=O)c1ccc(NC(=S)NC(=O)C2CC2)cc1,1,-1.3,0.98,2,1,-6,1.1,-5,0
Cc1ccc(SCC(=O)Nc2nnc(-c3ccco3)o2)cc1,-7,-0.6,0.97,2,-2,2,0.98,2,-10
COc1ccccc1N1CCN(CC(=O)Nc2ccc(-n3cnnn3)cc2)CC1,4,-0.5,1.1,-8,-5,-10,1.1,0,-3
CCCNC(=O)c1onc(CSc2ccc(Cl)cc2)c1C(=O)NCC1CC1,-10,-0.8,0.99,0,6,5,0.95,-5,1
CCN1CCN(Cc2ccc(NC(=O)c3ccc(C)c(NC(=O)c4ccc5n[nH]nc5c4)c3)cc2C(F)(F)F)CC1,-10,-1.5,1.2,-16,-1,0,0.99,-3,-4
CC(=O)Nc1ccc(N2C(=O)c3cccc4c(O)ccc(c34)C2=O)cc1,-67,-1.0,0.82,18,-18,8,0.92,1,-49
COc1ccccc1CNC(=O)CN1C(=O)c2ccc([N+](=O)[O-])cc2C1=O,-6,-0.5,1,0,3,-11,1.1,-1,2
CCOc1ccc(S(=O)(=O)n2cc(F)c(=O)[nH]c2=O)cc1,7,-1.0,1.2,-20,0,-2,1,-2,-8
CC(C(N)=O)N1c2cccc3cccc(c23)S1(=O)=O (stereo not given),18,-1.7,1,-2,1,3,0.97,0,-2
Cc1cccc(OCc2nnc(SCC(=O)N3c4ccccc4CCc4ccccc43)o2)c1,-12,3.2,0.95,5,7,1,0.99,-6,1
O=C(NCc1ccco1)c1cccc2c1C(=O)c1ccc(N3CCCC3)cc1S2(=O)=O,-13,0.1,0.96,4,-4,8,0.92,1,-11
CCCN1CCc2c(sc(NC(=S)NC(=O)c3ccccc3)c2C#N)C1,-3,-2.6,0.84,16,-75,13,0.87,-6,-124
CC(C)N(Cc1ccccc1)C(=O)COC(=O)c1cnccn1,-13,-0.4,0.92,8,3,-1,1,-3,-7
COc1ccc(S(=O)(=O)NCCSCc2ccco2)cc1Cl,3,-0.8,1.8,-80,6,8,0.92,-3,-1
O=C(CN1C(=O)COc2ccccc21)NCCCN1CCN(c2ccccc2F)CC1,-1,0.5,1,-2,-8,-8,1.1,0,-4
CCCc1ccc(C(=O)CCC(=O)NNC(=O)c2ccncc2)cc1,5,-1.0,1.5,-46,4,-12,1.1,1,5
C(=N\c1ncnc2sccc12)/NOCc1ccccc1,-2,0.3,0.95,5,-2,-7,1.1,1,-8
CN(C)c1ccc(/C=N\NC(=O)CC#N)cc1,-7,0.0,1.1,-14,-2,5,0.95,1,-5
Nn1c(=O)c2ccccc2n2c(SCc3ccc(C(F)(F)F)cc3)nnc12,-13,-0.8,0.97,3,2,6,0.94,-3,0
CCN1CCN(CC(=O)Nc2cccc(C)c2)C(=O)C1=O,-5,-1.5,0.86,14,1,-10,1.1,-3,-8
COc1ccc(OC)c(S(=O)(=O)Nc2ccc(C)c(C)c2)c1,-12,0.3,1.1,-11,-2,1,0.99,-4,-6
CC(=O)Nc1ccc(N2C(=O)c3ccc(S(=O)(=O)c4ccc(C(=O)O)cc4)cc3C2=O)cc1,3,0.2,1,0,-3,4,0.95,-2,-3
CC1=NOC(=O)/C1=C\c1ccc(-c2cccc(Cl)c2)o1,5,4.0,0.98,2,5,2,0.98,-7,9
COc1ccc(-c2nc(CN3CCC(C(=O)N4CCOCC4)CC3)c(C)o2)c(OC)c1,28,0.4,1.1,-5,-2,-2,1,-4,-6
CC1CCCCC1NC(=S)NC(=O)c1ccccc1Cl (stereo not given),8,-0.6,1,0,0,-7,1.1,-6,-2
CCCNC(=O)c1ccc(N2CCC3(CC2)CC(c2cccc(Br)c2)=NO3)c(NC(=O)c2cccc(OC)c2)c1,-1,-0.1,0.89,11,0,-7,1.1,0,-2
CCN(CC)c1ccc(/C=N/N2CCN(Cc3ccccc3)CC2)cc1,0,-0.2,1.1,-8,-9,8,0.92,-1,-13
O=C(COc1ccccc1)N1CCN(C(=O)c2cccs2)CC1,3,-0.6,0.95,5,-3,3,0.97,-2,-4

Following part.
structure,ATG4B inh,MPTP inh,hIAP activ,hIAP inh,A3A deaminase,mIAP block,mIAP act,beta cell repl,A3G deaminase
CC1CCN(c2ccccc2NC(=O)c2ccc(N3CCOCC3)c([N+](=O)[O-])c2)CC1,-6,3.5,1,0,-3,5,0.95,-2,-10
COc1ccccc1NS(=O)(=O)c1cccc(C(=O)NCC(c2ccco2)N2CCCCC2)c1 (stereo not given),-2,0.1,1.1,-12,-1,-2,1,-4,-3
CCn1c(COC(=O)CNC(=O)c2ccccc2F)nc2cc(S(=O)(=O)N(C)C)ccc21,-9,0.1,0.97,3,1,-1,1,-1,-7
CCOc1ccccc1C(=O)Nc1cccc(-c2ccc(N3CCOCC3)nn2)c1,-10,-0.1,0.9,10,2,-2,1,3,-8
S=C(Nc1ccccc1Cl)N1CCN(c2ccccn2)CC1,-2,2.2,1.1,-12,-4,-1,1,-3,-3
COc1ccc(NCc2nnc(SCCN3CCCCC3)n2-c2ccc(C)cc2)cc1,-10,0.9,1,-1,-3,3,0.97,0,-10
COc1cc(NC(=O)CCNC(=O)Cn2cnc3ccccc3c2=O)cc(OC)c1OC,3,-0.7,1,0,-1,-1,1,0,-5
C=CCOc1ccc(/C=N/NC(C)=O)cc1OCC,2,1.5,0.88,12,-4,6,0.94,0,-4
CCCOc1ccc(N2C(=O)CC(NCCNc3ccc([N+](=O)[O-])cn3)C2=O)cc1 (stereo not given),-7,2.8,0.91,9,2,3,0.97,4,0
O=C1CCCC2=C1C(c1ccc(Cl)cc1)N1C(=O)CCSC1=N2 (stereo not given),6,-0.9,1.1,-10,2,-2,1,1,2
COc1ccc(-n2ncc3c2CC(C)(C)CC3NC(=O)c2oc(C)cc2C)cc1 (stereo not given),5,2.6,1.1,-10,-8,5,0.95,-3,-8
